# Assay outcomes: PubChem, National Center for Advancing Translational Sciences (NCATS)
# NPC1 promoter act = qHTS Assay for NPC1 Promoter Activators; Huh7 NPC1 promoter luciferase reporter, 24 h; Potency, µM (titrated, usually from 9.22 µM), without a hit: at the top dose activation, most hits filed as activators; hit rate 2.4% among 320,000; AID 485313, 2010;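 also: % of control where 0% means no effect; nearly all actives have a fitted effect of over 60% in size; reporter is driven by a mutant NPC1 promoter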
#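 Luminescence from an NPC1 promoter-driven luciferase reporter in stably transfected Huh7 cells was measured after 24 h compound treatment at 37 °C, followed by 10 min ambient incubation with luciferase detection reagent.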
# Rab9 prom act = qHTS Assay for Rab9 Promoter Activators; Huh7 Rab9 promoter-luciferase reporter, luminescence, 24 h; Potency, µM (top dose mostly 9.22 µM), without a hit: at the highest dose activation, negative = inhibition, most hits filed as activators; hit rate 2.8% among 320,000; AID 485297, 2010; also: % of control where 0% means no effect; nearly all actives have a fitted effect of over 60% in size
#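 Using Huh7 cells stably transfected with Rab9 promoter–luciferase, compounds were incubated 24 h at 37 °C, 5% CO2; luciferase luminescence was read 10 min after reagent addition.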
# FLuc modulator = qHTS profiling assay for firefly luciferase inhibitor/activator using purifed enzyme and Km concentrations of substrates (counterscreen for miR-21 project) | hit rate 6.9% among 360,000 | purified FLuc, Km substrates, luminescence inhibition | Luciferin 4-monooxygenase (Photinus pyralis), P08659 | AID 588342, 2011 | Potency, µM (series often up to 57.5 µM), inactives show at the top dose activity change, negative = inhibition, most hits filed as inhibitors;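 also: plate controls were vehicle for no effect and reference inhibitor for full effect; nearly all actives have a fitted effect of over 55% in size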
# Target sequence (P08659 whole entry, looked up): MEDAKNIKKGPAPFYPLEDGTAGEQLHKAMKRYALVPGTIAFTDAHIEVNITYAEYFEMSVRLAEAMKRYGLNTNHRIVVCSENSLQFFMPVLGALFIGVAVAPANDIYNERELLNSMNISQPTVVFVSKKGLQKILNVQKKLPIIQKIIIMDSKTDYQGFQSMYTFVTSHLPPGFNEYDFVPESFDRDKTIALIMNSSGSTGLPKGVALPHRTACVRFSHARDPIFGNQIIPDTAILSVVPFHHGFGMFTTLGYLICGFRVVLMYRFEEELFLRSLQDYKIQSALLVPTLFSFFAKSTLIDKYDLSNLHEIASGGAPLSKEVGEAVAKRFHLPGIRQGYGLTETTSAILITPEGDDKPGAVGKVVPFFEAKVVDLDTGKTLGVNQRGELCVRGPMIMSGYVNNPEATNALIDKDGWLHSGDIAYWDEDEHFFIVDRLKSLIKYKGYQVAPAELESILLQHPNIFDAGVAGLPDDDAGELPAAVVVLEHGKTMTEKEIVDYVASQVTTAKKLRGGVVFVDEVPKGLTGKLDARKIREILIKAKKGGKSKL
#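 Purified P. pyralis luciferase, 10 nM final, with Km-level 10 uM D-luciferin and 10 uM ATP in 50 mM Tris acetate pH 7.5, 10 mM Mg acetate, 0.01% Tween-20, 0.05% BSA; 6-point qHTS titration about 60 µM downward; luminescence read.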
# BRCA1 expr act = qHTS Assay to Identify Small Molecule Activators of BRCA1 Expression; hit rate 1.1% among 380,000; MCF7-BRCA1-FFLuc reporter, luminescence, 48 h; response scale: scaled: vehicle 0%, 10 µM genistein 100%; Potency, µM (titrated, usually from 46.1 µM), for inactives: top-dose activation, usual class: activators; also: nearly all actives have a fitted effect of over 80% in size; some results filed as inactive show a strong effect at the top dose
#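 First, MCF7-BRCA1-FFLuc cells (2000/well) attach for 2 h; next, compounds are pin-added and incubated 48 h at 37 °C; finally, luciferase reagent is added and luminescence read after 15 min.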
# Gal4-VP16 FLuc = VP16 counterscreen qHTS for inhibitors of ROR gamma transcriptional activity; Drosophila S2 Gal4-VP16 UAS-luciferase, luminescence, 20 h; hit rate 3.5% among 310,000; Potency, µM (highest dose often 53.6 µM), for the others: at the top dose activity, negative = inhibition, most hits filed as inhibitors;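 also: Gal4-VP16 expression switched on by copper sulfate through the metallothionein promoter; % is scaled to controls: 0 for no effect and ±100 for the full control effect; nearly all actives have a fitted effect of over 50% in size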
# p53 reactivation = qHTS assay for re-activators of p53 using a Luc reporter | H1299 p53-A138V BP100-luciferase reporter, luminescence, 24 h | hit rate 0.063% among 320,000 | Potency, µM (highest dose often 92.2 µM), for inactives: at the highest dose activity change, positive = activation, actives largely listed as activators | AID 504706, 2011; also: % of control where 0% means no effect; nearly all actives have a fitted effect of over 45% in size
#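 p53-null H1299 cells stably carrying temperature-sensitive p53-A138V and a BP100-luciferase reporter were pinned with compounds (4-point, 1:5 series) and held 24 hrs at 37 deg C. Luminescence was read 10 min after detection reagent.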
# MBNL1 CUG block = qHTS Assay for Inhibitors of MBNL1-poly(CUG) RNA binding; Muscleblind-like protein 1 (Homo sapiens), Q9NR56; TR-FRET MBNL1-His/biotin-(CUG)12 binding, 665/545 ratio; Potency, µM (titrated, usually from 57.5 µM), without a hit: top-dose activity change, negative = inhibition, most hits filed as inhibitors; hit rate 0.036% among 280,000; AID 2675, 2010; active = well fitted inhibition curve with a large enough effect in the signal ratio, with a control signal flat, not every such curve was filed as active; inconclusive = small, poorly fitted or top-dose-only effect, or effect the other way, or a change in a side signal; inactive = no such curve, though single readings can be large or run the other way; the % refers to the signal ratio; also: % is scaled to controls: 0 for no effect and ±100 for the full control effect
# Target sequence (Q9NR56 whole entry, looked up): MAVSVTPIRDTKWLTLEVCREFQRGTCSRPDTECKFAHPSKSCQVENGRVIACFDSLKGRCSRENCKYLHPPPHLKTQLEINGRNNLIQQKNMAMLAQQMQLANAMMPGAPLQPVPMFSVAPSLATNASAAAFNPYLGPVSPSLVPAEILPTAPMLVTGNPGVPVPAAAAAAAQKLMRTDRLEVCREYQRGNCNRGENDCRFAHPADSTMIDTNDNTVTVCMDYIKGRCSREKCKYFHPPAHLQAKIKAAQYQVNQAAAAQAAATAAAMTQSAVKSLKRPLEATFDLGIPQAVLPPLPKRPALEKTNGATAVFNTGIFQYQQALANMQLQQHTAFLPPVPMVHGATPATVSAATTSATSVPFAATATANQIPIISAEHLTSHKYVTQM
#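 TR-FRET between His-tagged MBNL1 and biotin-(CUG)12 RNA, detected with Tb anti-His antibody (0.055 ng/ul) and streptavidin-XL665 (5 nM), 60 min at room temperature. Compounds titrated 92 nM to 58 uM; 665/545 nm ratio normalized to buffer and complex controls.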
# uPA surface inh = qHTS for Inhibitors of Cell Surface uPA Generation; cell surface uPA generation assay, qHTS; hit rate 0.31% among 330,000; Potency, µM (doses to about 38.3 µM), for inactives: at the top dose activity change, negative = inhibition, usual class: inhibitors; active = well fitted inhibition curve with a large enough effect; inconclusive = small, poorly fitted or top-dose-only effect; inactive = no such curve, though single readings can be large or run the other way; tested in mouse RAW 264.7 cells; also: % is scaled to controls: 0 for no effect and ±100 for the full control effect; nearly all actives have a fitted effect of over 55% in size
# ELG1 genotox = qHTS screen for small molecules that induce genotoxicity in human embryonic kidney (HEK293T) cells expressing luciferase-tagged ELG1 | HEK293T ELG1-luciferase reporter, luminescence, 16 h | Potency, µM (series often up to 46 µM), without a hit: top-dose activity change, positive = activation, actives largely listed as activators | hit rate 1.3% among 330,000 | AID 504466, 2011; also: % of control where 0% means no effect; nearly all actives have a fitted effect of over 60% in size
#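 Quantitative HTS format in 1536-well plates. HEK293T ELG1-luciferase reporter cells receive test compound and are incubated 16 hr at 37 °C, 5% CO2; ONE-Glo added, 30 min room temperature, then luminescence read.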
# RORgamma inh = qHTS for inhibitors of ROR gamma transcriptional activity | Nuclear receptor ROR-gamma (Mus musculus), P51450 | hit rate 5.4% among 310,000 | Drosophila S2 Gal4-RORgamma UAS-luciferase reporter, 20 h | Potency, µM (highest dose often 53.6 µM), inactives show top-dose activity change, negative = inhibition, hits mostly inhibitors; also: % is scaled to controls: 0 for no effect and ±100 for the full control effect; nearly all actives have a fitted effect of over 60% in size
#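 Compounds are pin-transferred onto Drosophila Schneider cells expressing a copper-inducible Gal4–ROR gamma transactivation domain fusion. After 1 hr, copper sulfate is added to 700 uM final; luciferase is read 20 hr later.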
# Active calls of the source: *; ? = inconclusive; nt = not tested or not shown; [ ] = dose if it differs, or a comment. Unless noted, calls follow the shape of the dose curve; as a rule, active = well fitted curve in the direction sought with a large enough effect; inconclusive = small, poorly fitted or top-dose-only effect, or another doubt; inactive = no such curve, though single readings can be large; an effect the other way counts as inactive or inconclusive. Potency is read from the fitted curve at half-maximal effect.
SMILES,NPC1 promoter act,Rab9 prom act,FLuc modulator,BRCA1 expr act,Gal4-VP16 FLuc,p53 reactivation,MBNL1 CUG block,uPA surface inh,ELG1 genotox,RORgamma inh
CCOC(=O)C1CCCCN1Cc1cccc(Oc2ccccc2)c1 (stereo not drawn),-1.8%,-2.4%,1.0%,-2.7%,2.0%,nt,-0.1%,4.2%,-2.2%,42.6%
COc1cc(C(=O)OC(C)C(=O)N2CCCC2)cc2c1OCCO2 (stereo not drawn),1.3%,-0.2%,1.6%,3.9%,nt,-2.4%,nt,-3.3%,3.7%,nt
COC(=O)CSc1nnc(-c2cccs2)n1-c1ccc(Cl)cc1,0.8%,-2.3%,-1.2%,37.0%,4.9%,5.8%,9.5%,-0.6%,1.0%,24.2%
CCN(CC)CCCNC(=S)N1CCN(c2nc(-c3ccccc3)cs2)CC1,-4.5%,-5.0%,-1.7%,-38.7%,-5.0%,-20.3%,5.7%,-5.1%,2.7%,?
CCCCOC(=O)Cn1c(-c2ccccc2)nc2ccccc2c1=O,-0.5%,-6.7%,1.9%,-4.3%,-9.1%,-1.1%,-2.7%,4.9%,-1.6%,-27.4%
O=C(N/N=C1/CC(c2ccccc2)Oc2ccccc21)C1CC1 (stereo not drawn),-2.6%,-2.2%,2.1%,-33.9%,-15.1%,4.1%,nt,0.5%,5.5%,11.2µM*
O=C(NNC1=Nc2ccccc2SC1)c1cccc([N+](=O)[O-])c1,-2.5%,-0.4%,1.9%,-70.7%,-26.4%,1.8%,19.5%,-2.3%,-9.3%,?
COc1ccc(CC(=O)N2CC3(C)CC2CC(C)(C)C3)cc1OC (stereo not drawn),-3.9%,-2.2%,-1.9%,-37.6%,-2.0%,-1.8%,-11.8%,2.9%,-8.4%,9.5%
CC(NC(=S)NNS(=O)(=O)c1ccc(C(C)(C)C)cc1)c1ccccc1 (stereo not drawn),-1.2%,-4.4%,-7.6%,-7.2%,?,-0.9%,-2.4%,13.4%,-2.3%,8.91µM*
Cc1csc(=O)n1CC(=O)OCC(=O)Nc1cc(S(=O)(=O)N2CCOCC2)ccc1Cl,0.9%,-2.5%,-2.0%,-11.8%,nt,2.1%,nt,2.1%,-6.6%,nt
OCCN1CCN(c2cc(C(F)(F)F)nc3ccccc23)CC1,-1.2%,1.0%,3.7%,-5.8%,0.7%,-2.7%,11.7%,-13.3%,3.9%,32.2%
N#CC(c1nc2ccccc2nc1N1CCOCC1)S(=O)(=O)c1ccccc1 (stereo not drawn),-2.8%,-5.7%,-1.8%,-22.7%,2.0%,-1.6%,nt,9.0%,-13.7%,19.5%
Cc1ccc2c(COC(=O)c3ccccc3OC(F)F)cc(=O)oc2c1,2.1%,1.4%,4.78µM*,49.2%,-22.3%,13.5%,2.3%,7.8%,?,2.1%
Nc1nnc(N2CCc3ccccc32)s1,7.8%,15.4%,?,20.3%,-25.6%,?,-18.4%,-11.1%,2.6%,12.4%
NC(=O)c1cccnc1Oc1ccc(Cl)cc1,3.8%,-56.2%[inhibitor],-2.8%,0.0%,8.3%,0.5%,-6.4%,-1.0%,0.5%,1.4%
O=c1[nH]c(C2CCN(S(=O)(=O)c3ccc(C(F)(F)F)cc3)CC2)nc2c1nnn2Cc1ccccc1,-3.0%,-2.0%,0.1%,-44.8%,-19.5%,1.0%,-3.4%,-2.6%,0.0%,?
CC1CCc2cc(F)ccc2N1C(=O)C12CCC(C)(C(=O)O1)C2(C)C (stereo not drawn),2.9%,-0.6%,-2.5%,-20.3%,-7.1%,-4.3%,-5.1%,1.1%,-4.2%,-5.3%
C=CCN(c1ccccc1)S(=O)(=O)c1cccc(C(=O)Nc2cccc(C)n2)c1,-2.7%,-1.4%,1.5%,-34.1%,nt,-5.6%,nt,-5.4%,-2.5%,nt
CCc1cccc(NS(=O)(=O)c2ccc3c(c2)NC(=O)CO3)c1,-3.6%,0.6%,1.4%,-2.0%,-5.2%,-5.6%,-1.8%,4.5%,-0.2%,-0.2%
O=C(CSc1nnc(COc2ccccc2)n1-c1ccccc1)c1ccccc1,-1.0%,6.1%,-1.3%,0.1%,2.7%,9.1%,2.9%,-1.8%,-0.9%,-5.0%
Cc1cc2c(cc1S(=O)(=O)N1CCN(c3ccc(Cl)cc3)CC1)OCCN2C,1.5%,-0.4%,0.4%,-22.7%,-9.1%,nt,1.8%,-18.1%,1.6%,17.3%
COc1ccc(S(=O)(=O)N2CCCC(C(=O)N3CCN(C)CC3)C2)cc1Cl (stereo not drawn),1.9%,11.1%,-0.3%,-15.0%,-2.9%,0.7%,-0.6%,-1.3%,-5.8%,-14.3%
O=C(NC(=S)NC1CCS(=O)(=O)C1)c1ccccc1Br (stereo not drawn),-5.4%,-2.7%,-2.6%,-10.6%,-3.7%,-7.4%,-2.2%,7.8%,7.6%,-1.5%
COc1ccccc1NC(=O)CCc1nnc2ccc(N3CCN(C)CC3)nn12,-2.1%,-1.6%,0.1%,-7.4%,2.4%,5.1%,-0.9%,-2.9%,-1.9%,-1.7%
Cc1c(Cl)ccc(S(=O)(=O)N2CCN=C2c2ccccc2)c1Cl,-0.2%,-3.5%,-2.7%,2.1%,3.4%,0.8%,1.7%,11.7%,4.5%,22.7%
O=S(=O)(c1ccc(F)cc1)N1CCN(c2ccc(F)cc2)CC1,1.6%,-2.4%,0.8%,1.5%,4.1%,3.6%,-5.7%,10.0%,-11.9%,56.8%
O=C(CSc1nc(-c2ccc(F)cc2)cc(C(F)(F)F)n1)NCc1ccco1,-4.5%,-0.9%,5.2%,5.6%,-11.9%,1.5%,?,4.2%,5.6%,-2.8%
O=C(NCCCN1CCOCC1)c1c(O)c2ccccc2[nH]c1=O,1.5%,0.1%,-0.1%,0.4%,-8.2%,6.5%,2.0%,-1.4%,-0.6%,-2.7%
Cc1cc(C)nc(/N=C2\NC(=O)CC(C(=O)O)N2CCc2c[nH]c3ccccc23)n1 (stereo not drawn),0.2%,-7.8%,0.4%,5.4%,-4.0%,-4.8%,-9.9%,4.5%,-0.2%,-13.2%
COc1ccc(-c2nc(SCc3ccccc3)n(C(=O)c3ccco3)n2)cc1,14.1%,?,?,?,5.4%,5.8%,-2.9%,nt,0.0%,-0.7%

# Results in ELG1 genotox (2 entries from above):
canonical_smiles	ELG1 genotox
COc1ccccc1NC(=O)CCc1nnc2ccc(N3CCN(C)CC3)nn12	-1.9%
O=C(NCCCN1CCOCC1)c1c(O)c2ccccc2[nH]c1=O	-0.6%

# The list continues:
SMILES,NPC1 promoter act,Rab9 prom act,FLuc modulator,BRCA1 expr act,Gal4-VP16 FLuc,p53 reactivation,MBNL1 CUG block,uPA surface inh,ELG1 genotox,RORgamma inh
CCCCOC(=O)c1ccc(NC(=O)c2cnc3n(c2=O)CCS3)cc1,-30.2%[inhibitor],-48.5%[inhibitor],-2.4%,-19.9%,-10.2%,0.7%,10.0%,-3.3%,-11.5%,12.9%
CC(C)(C)C(=O)Nc1ccc(N=Nc2ccccc2)cc1,-3.2%,-4.4%,-0.3%,3.5%,1.1%,-4.0%,7.4%,-15.3%,0.7%,-3.0%
CNC(=O)N(O)C1N(/N=C/c2ccccc2OC)C(=S)SC1(C)C (stereo not drawn),-7.3%,-2.5%[1.84 µM],-2.1%,-7.3%,-0.5%,-3.3%,-6.9%,0.9%,-0.9%,-5.5%
COCc1nc2ccccc2n1CCOc1ccccc1OC,1.3%,-0.3%,0.7%,-16.2%,5.4%,5.6%,5.2%,-2.5%,0.6%,?
COc1cccc(NC(=S)N2CCCC2)c1,3.5%,18.9%,-11.2%,11.2%,1.9%,2.4%,-15.1%,3.9%,2.0%,5.0%
CCOc1ccc(CCNC(=O)c2cc(C)on2)cc1OCC,-3.2%,0.4%,1.1%,-3.2%,0.5%,-3.7%,3.2%,-4.8%,-0.1%,2.0%
COc1ccc(Cc2nnc(SCC(=O)Nc3ccc(C)cc3)n(N)c2=O)cc1,-0.1%,-0.8%,-11.5%,3.5%,nt,-1.2%,nt,-6.2%,2.2%,nt
CN(C)S(=O)(=O)c1ccc(Cl)c(C(=O)OCC(=O)NC(=O)c2cccn2C)c1,-0.7%,-3.4%,0.4%,-9.9%,-1.6%,-1.4%,-1.8%,1.8%,-0.4%,20.0%
Cc1cc2c(cc1S(=O)(=O)Nc1ccc(F)cc1)n(C)c(=O)c(=O)n2C,0.7%,-2.0%,0.9%,-26.2%,-2.7%,8.0%,2.7%,15.9%,-0.3%,43.4%
